S1P4 antagonist: antagonists of human S1P4 receptor; hit rate 0.26% among 220,000; inhibition, % at 4.98 µM; S1P4-expressing cells, antagonist mode, reporter read-out; O95977; in the data active = inhibition above about 29%;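 note: 0% = wells stimulated with agonist and 100% = vehicle wells without agonist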
Target sequence (O95977 whole entry, looked up): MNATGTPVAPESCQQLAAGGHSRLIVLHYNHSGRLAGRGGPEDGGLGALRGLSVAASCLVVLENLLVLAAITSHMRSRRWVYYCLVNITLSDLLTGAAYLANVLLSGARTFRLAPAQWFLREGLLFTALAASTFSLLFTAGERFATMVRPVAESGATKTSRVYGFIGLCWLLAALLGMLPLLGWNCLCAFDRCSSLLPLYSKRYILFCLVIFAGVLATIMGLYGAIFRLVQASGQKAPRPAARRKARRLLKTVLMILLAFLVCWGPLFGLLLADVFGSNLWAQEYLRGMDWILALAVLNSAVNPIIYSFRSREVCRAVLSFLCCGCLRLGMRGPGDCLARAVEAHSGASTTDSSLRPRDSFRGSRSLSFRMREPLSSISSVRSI
PERK inhibitor: inhibitors of human PERK kinase; Q9NZJ5; CHO PERK-DD fusion, SEAP luminescence translation reporter; inhibition, % at 5.6 µM; hit rate 0.17% among 220,000; AID 1416;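 active = inhibition above the mean inhibition of all tested compounds plus 3 SD, set separately per screening campaign, cut at about 2.9% in these data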;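 note: PERK kinase domain activated by AP20187 dimerizer at 100 nM; 0% = DMSO with dimerizer and 100% = rapamycin at 8.4 µM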
S1P4 agonist: agonists of human S1P4 receptor; AID 1509; S1P4-expressing cell line, agonist reporter assay; hit rate 0.35% among 220,000; activation, % at 4.98 µM; in the data active = activation above about 11%;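 note: 0% = DMSO vehicle and 100% = reference agonist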
Mdm2 ligase inh: inhibitors of human Mdm2 E3 ubiquitin ligase; cell-based MDM2 ubiquitination luciferase reporter, 2 h; 0 = plate control, 100 = twice control, blank-subtracted; hit rate 0.11% among 210,000; signal enhancement, % at 5 µM;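 active = signal enhancement of 30% or more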;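 note: luminescence tracks abundance of the self-degrading MDM2-luciferase fusion protein; higher signal means inhibition of MDM2 E3 ligase activity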
Target sequence (Q00987 whole entry, looked up, the tested form may be a part): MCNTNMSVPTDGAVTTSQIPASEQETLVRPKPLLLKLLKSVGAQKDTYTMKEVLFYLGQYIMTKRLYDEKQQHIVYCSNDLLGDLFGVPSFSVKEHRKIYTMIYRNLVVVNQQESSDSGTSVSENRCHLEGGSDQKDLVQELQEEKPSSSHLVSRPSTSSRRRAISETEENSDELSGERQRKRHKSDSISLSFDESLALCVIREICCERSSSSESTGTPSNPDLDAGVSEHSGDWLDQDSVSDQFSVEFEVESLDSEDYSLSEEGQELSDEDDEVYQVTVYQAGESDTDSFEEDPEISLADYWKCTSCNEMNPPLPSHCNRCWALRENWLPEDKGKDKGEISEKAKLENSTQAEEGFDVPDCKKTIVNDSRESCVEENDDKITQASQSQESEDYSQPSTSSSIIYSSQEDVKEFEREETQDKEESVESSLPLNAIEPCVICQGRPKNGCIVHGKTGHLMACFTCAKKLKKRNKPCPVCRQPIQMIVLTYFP
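Test system: mammalian cells stably expressing self-ubiquitinating, self-degrading MDM2 E3–luciferase fusion; Amount: 2000 cells in each well; Medium: DMEM; Schedule: 4 h settle plus 2 h compound, 37 °C; Technique: SteadyLite luciferase luminescence after 15 min room-temperature reagent incubation; Benchmarks: plate control and blank wells.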
BaF3 parental: reduces parental Ba/F3 cell viability, JAK2V617F counter-screen; CellTiter-Glo ATP luminescence; AID 1486; inhibition, % at 5.6 µM; hit rate 1.1% among 220,000;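 active = inhibition above a per-campaign cutoff, the mean inhibition of all tested compounds plus 3 SD, cut at about 27% in these data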;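 note: 0% = DMSO wells and 100% = JAK Inhibitor I control wells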
Wee1 degr inh: inhibitors of human Wee1 degradation; AID 1321; hit rate 1.2% among 220,000; reporter increase, % at 5 µM; HeLa Luc-Wee1K328M stability, luciferase luminescence; 100% = proteasome inhibitor MG132 effect;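 active = activation above the mean of all tested compounds plus 3 SD, set per screening run, cut at about 8.8% in these data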;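 note: cells exposed to compound for 20 h before luminescence read; 0% = DMSO alone and 100% = MG132 at 30 µM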
NPY2 pot ag: potentiators or agonists of human neuropeptide Y receptor Y2 | activation, % at 3.6 µM | P49146 | cells expressing NPY-Y2, potentiator/agonist read-out | hit rate 0.45% among 220,000 | AID 1359; in the data active = activation above about 27%;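 note: cells stimulated with NPY near EC25 plus isoproterenol at EC100; 0% = vehicle plus submaximal agonist and 100% = vehicle plus saturating agonist; some results beyond the cut were filed as inactive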
Ba/F3 V617F tox: lowers viability of Ba/F3 cells expressing EpoR and JAK2V617F; ATP luminescence; hit rate 1.1% among 220,000; AID 1446; inhibition, % at 5.6 µM;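 active = inhibition above the campaign mean plus 3 SD over all tested compounds, cut at about 24% in these data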;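 note: cytokine-independent growth of Ba/F3 cells driven by EpoR plus mutant JAK2; 0% = DMSO-treated cells and 100% = JAK inhibitor I control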
eIF4E 4G PPI: eIF4E/eIF4G interaction inhibition in translation initiation; P63073+Q04637; hit rate 0.37% among 220,000; inhibition, % at 21.7 µM; TR-FRET eIF4E-eIF4GI(517-606) binding, 2 h;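 active = inhibition above about 30%, limit read from the data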;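 note: 0% = full FRET control wells and 100% = background wells lacking eIF4GI fragment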
Numbers without * were called inactive; · = no result given; [ ] = another dose, or the depositor's remark.

SMILES	S1P4 antagonist	PERK inhibitor	S1P4 agonist	Mdm2 ligase inh	BaF3 parental	Wee1 degr inh	NPY2 pot ag	Ba/F3 V617F tox	eIF4E 4G PPI
Cc1cc(C)n(CCC(=O)Nc2cccc(F)c2)n1	5.8	-0.1	-0.3	-13.9	9.4	-0.8	-5.0	2.7	0.3
CCCC(=O)Nc1nc(-c2ccc(Cl)s2)cs1	1.4	0.8	-0.8	-22.6	5.7	4.8	-7.5	2.5	-2.2
Cc1ccc(C(C(=O)NC2CCCC2)N(Cc2ccco2)C(=O)CCC(=O)Nc2cc(C)on2)cc1 (centres undefined)	7.2	-0.8	2.3	4.4	8.2	0.5	2.1	1.6	1.8
C=CCn1c(-c2c(C)nc3cc(C)ccn23)n[nH]c1=S	-7.6	1.0	-0.3	-1.1	-2.5	-0.9	11.4	-6.5	21.1
CCN(CC)c1cc(C)c2ccccc2n1	-0.2	-0.4	0.6	-4.2	5.1	-0.4	-2.7	2.9	6.3[fluorescence artefact?]
COCCCN1C(=O)c2ccc(C(=O)Nc3ccc(OC)cc3)cc2C1=O	-2.7	-1.8	0.1	-21.0	1.5	1.2	-15.1	2.8	0.9
Clc1ccc(SCc2cn3ccsc3n2)cc1	8.1	-0.8	-3.3	-3.4	2.4	0.1	12.7	4.7	1.9[fluorescence artefact?]
COc1ccc(/C=C2\SC(=O)N(CCNC(=O)Cc3coc4cc(C)ccc34)C2=O)cc1OC	5.4	-0.6	1.1	10.1	-0.3	-1.8	-7.6	0.4	15.0
Cc1ccc2nc(Cl)nc(-c3ccccc3)c2c1	-6.7	0.4	1.0	-10.8	9.7	0.3	-15.6	1.3	-1.2
Cc1cccn2c(CN3CCNC(=O)CC3)c(C(=O)N(C)CCc3ccccc3)nc12	-11.2	1.7	1.6	-23.7	1.8	4.0	-17.0	-5.0	1.4
COc1cc2c(cc1NC(=O)COc1ccccc1OC)oc1ccccc12	7.3	0.9	1.1	-10.0	4.3	1.6	-4.9	-1.7	-30.8
Cc1nn(-c2ccccc2)c(Cl)c1/C=N/NC(N)=O	-21.3	0.4	1.1	-3.6	-2.5	0.5	-27.4	1.0	-4.7
Cc1c(C(=O)O)oc2ccc(S(=O)(=O)N3CCC(C)CC3)cc12	-23.3	0.5	1.0	0.1	3.8	3.5	7.6	1.4	0.7
CN(C)c1cc(NC(=O)CN2CCCC2)c2ccccc2n1	4.2	-0.8	1.5	5.0	0.5	-1.9	-9.3	1.4	1.9
COc1ccc(NS(=O)(=O)c2ccc(NC(=S)NC(=O)/C=C/c3ccc(C)cc3)cc2)nn1	-21.1	0.3	0.3	4.9	0.3	-3.2	-3.4	-3.6	10.7
S=c1[nH]ccn1-c1c(Cl)cccc1Cl	-17.3	1.1	1.0	-13.2	0.6	3.9	6.3	0.2	9.0
N#CCCCSC1=C(C#N)C(c2ccccc2Cl)CC(=O)N1 (centres undefined)	-2.5	-0.4	-1.2	-5.6	4.7	0.8	8.2	4.2	-0.6
COc1ccc(Nc2ccnc(Nc3ccc(OC)cc3)n2)cc1	-0.4	-0.8	0.7	-8.2	-0.2	5.3	4.9	0.0	0.9
COc1ccc(C2=NN(C(=O)CN3CCCCC3)C(c3ccc(OC)cc3)C2)cc1 (centres undefined)	18.5	-1.4	-1.4	-14.4	3.3	13.3*	-32.7	5.2	-1.7
CCn1nnnc1NCc1c(OC)ccc2ccccc12	7.6	0.6	0.1	-14.4	1.5	-0.2	13.8	-1.9	-1.2
COCCCNC(=O)c1nc2c(nnn2Cc2cc(C)ccc2C)c(=O)[nH]1	-8.0	-0.9	-1.4	1.7	2.3	-0.5	-12.6	0.9	4.5
O=C(CSc1ncnc2ccccc12)c1ccco1	4.7	0.2	1.2	-9.6	8.6	0.4	7.9	2.5	-2.3
Cc1nnc(SCC(=O)NC2CCCC2)s1	-3.7	3.4*	1.9	-14.4	2.3	-0.5	-31.9	-1.1	-2.0[fluorescence artefact?]
CSc1ncccc1C(=O)OCc1ccc(C#N)cc1	-52.6	-0.3	1.8	-4.7	4.0	2.7	-6.8	0.6	-8.4
CN1N=C(C(C)(C)C)CSC1=Nc1ccccc1	-6.1	-1.0	1.1	-0.2	3.6	-0.8	12.9	-2.5	-3.3
Cc1ccc(NNC(=O)c2ccno2)cc1C	-2.8	0.2	-0.1	-7.1	2.8	-0.8	20.9	-5.1	-3.5
CC(O)CN(CCC(N)=O)CCC(N)=O (centres undefined)	-15.9	1.6	-2.3	-10.4	5.3	0.9	-9.4	2.0	4.6
COc1ccccc1C1SCCN1C(=O)c1ccc([N+](=O)[O-])cc1 (centres undefined)	-28.3	0.2	1.3	-11.5	4.9	0.8	0.1	1.2	0.6
CC(=O)c1cccc(NC(=O)CC2S/C(=N/N=C/c3cccs3)NC2=O)c1 (centres undefined)	-6.9	0.1	-0.5	-3.5	7.1	2.7	-7.7	-1.5	-2.7
C=CCNC(=S)NNC(=O)C(CCC(C)C)CC(C)O (centres undefined)	-4.9	1.1	0.7	-7.8	5.1	-2.6	4.8	-1.1	-3.5[fluorescence artefact?]
COc1ccccc1CC(=O)Nc1ccc([N+](=O)[O-])cc1OC	-16.0	-0.5	-1.4	4.3	6.0	4.3	7.5	0.5	3.2
CC(=O)Nc1ccc2c(c1)ncn2C1CCCCC1	-7.6	-0.1	0.4	·	5.2	-1.0	-12.6	1.9	-0.4[fluorescence artefact?]
CN1C(=O)C2(C(C#N)=C(N)N(c3cc(Cl)cc(Cl)c3)C3=C2C(=O)CCC3)c2ccccc21 (centres undefined)	-3.4	0.2	-0.8	-1.3	1.3	1.9	6.2	5.7	12.5
Cc1ccc(NC(=O)Cn2cnc3c(cnn3C(C)(C)C)c2=O)cc1	-16.9	-1.0	0.7	-18.3	1.9	-2.6	-13.2	-4.1	-3.9
Cc1nn(-c2ccccc2)c(Cl)c1/C=N/NC(=O)OC(C)(C)C	8.7	1.0	-0.6	-16.6	3.3	-1.7	-3.7	-0.4	2.9[fluorescence artefact?]
CC(C)(C)c1cc(NC(=O)CCSc2nnc3ccccn23)cc(C(C)(C)C)c1	17.2	2.4	3.2	·	-2.6	-0.6	9.5	-5.2	1.5
CCC(C)n1c(=N)c(C#N)cc2c(=O)n3cccc(C)c3nc21 (centres undefined)	-16.0	1.2	0.7	3.1	7.2	5.9	9.2	-2.6	3.3
CC(=O)Oc1ccc(/C=C2\N=C(C3CCCCC3)OC2=O)cc1	7.5	0.3	0.6	-1.7	4.0	4.3	2.4	3.2	-3.0
COc1cccc(C(=O)NC(=S)Nc2ccc(Cl)c(C(=O)O)c2)c1	-9.5	0.3	-0.5	-8.1	3.7	-0.5	-12.0	2.3	0.3
O=C(/C=C/c1ccco1)NC(=S)Nc1ccc(O)c(-c2nc3ccccc3s2)c1	2.2	1.4	3.4	-12.4	5.0	-0.8	-6.3	-5.7	5.8
Cc1nnsc1S(=O)(=O)Cc1ccccc1Cl	4.7	0.1	0.4	-5.5	6.3	-1.9	10.4	-1.1	1.2
O=C1CC(c2ccccc2)CC(O)=C1C=NC1CCCCC1 (centres undefined)	-0.9	-0.3	-1.1	-6.1	0.6	-2.3	11.6	-5.5	-4.4
Cc1nn(-c2ccccc2)c(N2CCCC2)c1/C=N/NC(=S)Nc1cc(C(F)(F)F)ccc1Cl	-9.1	0.8	0.0	-22.4	3.1	0.8	5.0	-2.5	1.5
CCOC(=O)N1CCN(c2nc3c(c(=O)[nH]c(=O)n3C)n2Cc2ccccc2Cl)CC1	-9.4	-0.1	2.2	13.2	-1.4	-2.1	3.8	-3.1	-2.1
Cc1ccc2c(C)c(C(=O)Nc3ccc(S(N)(=O)=O)cc3)oc2c1C	-5.7	-0.4	-0.2	-13.4	1.3	2.5	-13.2	-1.4	1.7
Cc1ccc(C)c(/C(O)=C2\C(=O)C(=O)N(Cc3cccnc3)C2c2cccnc2)c1 (centres undefined)	-9.0	-0.1	0.8	-30.6	5.1	-0.2	-17.6	1.2	4.1
CCCCCCNCC1OCc2ccccc2CO1	-21.2	0.5	-0.1	-6.1	1.5	-1.1	-3.6	-2.7	0.8[fluorescence artefact?]
Cc1cc(C)c2[nH]c(=O)c(C(c3nnnn3C(C)(C)C)N(Cc3ccco3)CC3CCCO3)cc2c1 (centres undefined)	-7.5	-0.7	1.5	-2.7	4.0	3.1	2.2	-1.2	-16.0[fluorescence artefact?]
O=C(CCc1nc2ccccc2[nH]1)Nc1ccc(F)cc1	16.6	-0.5	-0.7	-10.1	5.4	-1.2	-27.7	4.5	-5.2[fluorescence artefact?]
O=C(O)Cc1csc(NC(=O)CSc2cccc(C(=O)O)n2)n1	4.8	0.3	0.8	-15.9	-4.5	6.9	17.6	-5.5	5.1
CCc1[nH]c(=S)c(C#N)c(-c2ccccc2)c1C(=O)OC	-18.2	-0.1	0.8	-8.4	1.2	-3.1	-9.7	-2.6	-0.1[fluorescence artefact?]
O=C(c1ccc(CSc2ccccc2)cc1)N1CCN(c2ccccc2)CC1	0.7	0.3	-1.0	-9.9	-1.7	0.4	-6.9	2.8	0.1
Cc1cnc(NC(=O)c2ccc(-c3nc4ccccc4s3)o2)s1	-2.4	-0.8	-0.6	-18.5	5.2	0.8	6.2	-4.1	59.1*[fluorescence artefact?]
COc1ccc(N(C(=O)COc2ccc(C)cc2)S(=O)(=O)c2ccc(C)cc2)cc1	-18.0	-0.3	1.9	-10.3	3.7	0.9	-6.6	0.7	-2.8[fluorescence artefact?]
COc1cccc(CNC(=O)N[C@@H](C)C(=O)O)c1	6.5	2.1	0.9	-8.9	-2.6	-0.4	-0.2	-4.1	-1.1
COc1ccccc1N1CCN(/N=C/c2cc(OC)c(O)c(OC)c2)CC1	-12.7	0.3	0.2	-8.5	5.3	-2.9	0.8	0.2	-0.4
CCN(CC)S(=O)(=O)c1ccc2c(c1)c(=O)c(C(=O)NCc1ccc3c(c1)OCO3)cn2C	-13.1	-0.3	2.8	0.0	1.2	-2.4	4.4	-0.7	-1.5[fluorescence artefact?]
CCN(CC)S(=O)(=O)c1ccc(NC(=O)CN(c2cccc(C)c2)S(C)(=O)=O)cc1	-2.8	-0.7	0.0	·	5.6	-1.0	0.0	0.8	1.0[fluorescence artefact?]
Cc1cc(C)c2c(N)c(C(=O)NN)sc2n1	11.8	-1.0	2.8	-8.9	-5.3	-2.5	8.5	0.1	-6.0

Whole records, quoted from the list. Order of screens: S1P4 antagonist | PERK inhibitor | S1P4 agonist | Mdm2 ligase inh | BaF3 parental | Wee1 degr inh | NPY2 pot ag | Ba/F3 V617F tox | eIF4E 4G PPI
O=C1CC(c2ccccc2)CC(O)=C1C=NC1CCCCC1 (centres undefined) in the list: -0.9 | -0.3 | -1.1 | -6.1 | 0.6 | -2.3 | 11.6 | -5.5 | -4.4
COc1ccccc1N1CCN(/N=C/c2cc(OC)c(O)c(OC)c2)CC1 in the list: -12.7 | 0.3 | 0.2 | -8.5 | 5.3 | -2.9 | 0.8 | 0.2 | -0.4
Cc1cc(C)c2c(N)c(C(=O)NN)sc2n1 in the list: 11.8 | -1.0 | 2.8 | -8.9 | -5.3 | -2.5 | 8.5 | 0.1 | -6.0
COc1ccc(N(C(=O)COc2ccc(C)cc2)S(=O)(=O)c2ccc(C)cc2)cc1 in the list: -18.0 | -0.3 | 1.9 | -10.3 | 3.7 | 0.9 | -6.6 | 0.7 | -2.8[fluorescence artefact?]

An unsorted share of the library; overall some 4.1% were active at least once.
